AID inh = activation induced cytidine deaminase inhibition. Q9GZX7. AID 1347428. 91,000 compounds, 0.32% hits. AID deamination FRET fluorescence, UDG-coupled, 4 h. Potency, µM (top dose mostly 115 µM), for the others: top-dose activity change, negative = inhibition, hits mostly inhibitors; note: nearly all actives have a fitted effect of over 25% in size
Target sequence (Q9GZX7 whole entry, looked up): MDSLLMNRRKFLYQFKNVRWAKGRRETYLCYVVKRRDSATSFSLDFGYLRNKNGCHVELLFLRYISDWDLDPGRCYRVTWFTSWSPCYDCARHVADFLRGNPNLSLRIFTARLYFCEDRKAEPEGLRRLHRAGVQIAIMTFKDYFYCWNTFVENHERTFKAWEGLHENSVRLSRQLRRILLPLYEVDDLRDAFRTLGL
UDG counter = counter-screen for AID inhibitors: uracil-DNA glycosylase inhibition. FRET deamination/UDG coupled assay, UDG read, 4 h. Potency, µM (top dose mostly 115 µM), for the others: at the highest dose activity change, negative = inhibition, actives largely listed as inhibitors. 91,000 compounds, 0.14% hits; note: nearly all actives have a fitted effect of over 65% in size
An asterisk follows results filed as active; & = joins results of further samples; [ ] = dose if it differs, or a comment. Calls come from the whole dose curve; as a rule, active = well fitted curve in the direction sought with a large enough effect; inconclusive = small, poorly fitted or top-dose-only effect, or another doubt; inactive = no such curve, though single readings can be large; an effect the other way counts as inactive or inconclusive. % is set by controls: 0 for no effect and ±100 for the full control effect; potency is the fitted concentration of half-maximal effect. Not all compounds are listed; rates above refer to the full screens.

For COc1ccc(NC(=O)c2cccn2-c2nnc(N3CCCCC3)s2)cc1Cl the results were AID inh -19.3% and UDG counter 14.2%.
For Fc1ccc(OCc2nnc(-c3ccc(Cl)cc3)o2)cc1 the results were AID inh -0.8% and UDG counter 2.2%.
CCOc1ccc(N(CC(=O)Nc2ccc(OC)cc2)S(=O)(=O)c2ccc(Cl)cc2)cc1 was read as AID inh 10.1% and UDG counter 6.8%.
For O=C(NCCn1nc(-c2ccccc2)ccc1=O)c1ccc(Br)cc1 the results were AID inh -0.9% and UDG counter 6.0%.
For CCOc1ccccc1NC(=O)C(OC(=O)c1cc(OC)c(OC)cc1OC)c1ccccc1 (stereo not given) the results were AID inh -3.4% and UDG counter 2.6%.
Screening Clc1ccc(N/N=C/c2cccc3ccccc23)cc1Cl returned AID inh -3.3% and UDG counter -10.5%.
Screening Cc1onc(-c2ccccc2)c1C(=O)Nc1nnc(C(C)C)s1 returned AID inh -3.2% and UDG counter 4.2%.
Screening CC(=O)c1cccc(S(=O)(=O)Oc2ccc3c(C(F)(F)F)cc(=O)oc3c2)c1 returned AID inh -10.7% and UDG counter 9.3%.
Screening O=C(N/N=C/c1cccs1)c1cccc(Br)c1 returned AID inh 1.7% and UDG counter -7.5%.
`Cn1c(=O)c2c(ncn2CC(=O)OCc2ccccc2F)n(C)c1=O` gave AID inh -0.8% and UDG counter -7.6%.
O=C1CCSc2ccc(C(=O)Nc3ccc(Oc4ccccc4)cc3)cc2N1 was read as AID inh -11.0% and UDG counter -10.4%.
CCOC(=O)N1CCc2c(sc3c2c(=O)n(Cc2ccccc2)c(=O)n3CC(=O)Nc2ccccc2F)C1 was read as AID inh 9.2% and UDG counter 3.6%[57.5 µM].
O=C(NCc1ccco1)c1ccc2c(c1)N(Cc1ccc(Cl)cc1)C(=O)c1ccccc1S2(=O)=O was read as AID inh -9.7% and UDG counter -16.4%.
Screening Cc1ccc2c(c1)C(C)(C)C1(/C=C/c3ccccc3F)NC(=O)CN21 (stereo not given) returned AID inh -9.3% and UDG counter -4.6%.
Screening Nc1nccnc1C(=O)NCc1cccnc1Oc1cccc(F)c1 returned AID inh -8.3% and UDG counter 0.4%.
Screening CCCc1ccc(NC(=O)C2CCCN(c3cnccn3)C2)cc1 (stereo not given) returned AID inh -20.7% and UDG counter -1.0%[57.5 µM].
Cc1c(NC(=O)c2ccco2)cccc1C(=O)O was read as AID inh -4.0% and UDG counter -2.3%.
For O=c1oc(-c2ccccc2)nn1CC(O)COc1ccc(F)cc1 (stereo not given) the results were AID inh 2.5% and UDG counter -4.8%.
`COc1ccc(C(=O)/C=C/c2ccc(OC)c(OC)c2)c(OC(=O)c2cccs2)c1` gave AID inh -16.4% and UDG counter 1.1%.
`Cn1nc(C(F)(F)F)c(Cl)c1C(=O)Nc1sc2c(c1C#N)CCCC2` gave AID inh 16.5% and UDG counter 4.3%.
For Cc1cc2c(s1)CCc1cc(C(=O)NC3CCCC3)sc1-2 the results were AID inh 0.8% and UDG counter -13.2%.
`CC(C)OC(=O)c1c(NC(=O)c2cccc(C(F)(F)F)c2)sc2c1CCCC2` gave AID inh 0.6% and UDG counter -5.8%.
For CC(C)CNC(=O)COC(=O)c1cc(Cl)cc(Cl)c1 the results were AID inh -2.3% and UDG counter 4.1%.
For CCOC(=O)C1CCN(C(c2ccc(C)cc2)c2sc3nc(-c4ccco4)nn3c2O)CC1 (stereo not given) the results were AID inh 3.8% and UDG counter -5.7%[57.5 µM].
Screening Cc1ccc(C(=O)COC(=O)/C=C/c2ccccc2)cc1 returned AID inh 12.8% and UDG counter -4.4%.
`COc1ccc(CCNc2ncnc3c2nnn3C)cc1OC` gave AID inh 76.5%[activator] and UDG counter 4.9%.
For COc1cc(OC)c(NC(=O)Cn2c(=O)oc3cc(S(=O)(=O)N4CCCC4)ccc32)cc1Cl the results were AID inh 4.3% and UDG counter 11.2%.
`CN(Cc1ccc(C(F)(F)F)cc1)C(=O)CCc1c[nH]c2ccccc12` gave AID inh -18.0% and UDG counter -9.5%.
`O=C(NNC(=S)Nc1ccc(F)cc1)C(c1ccccc1)c1ccccc1` gave AID inh -5.0% and UDG counter -4.6%.
Screening CCOC(=O)c1cnc2ccc(OC)cc2c1Nc1ccc(OC)cc1 returned AID inh -5.4% and UDG counter 4.2%.
Screening CCOCCc1nn2c(=O)cc(COC(=O)c3ccc(NC(=O)C4CCCCC4)cc3)nc2s1 returned AID inh 47.7%[activator] and UDG counter 3.3%.
For CCCCCCCCCCCCSCCC(N)=O the results were AID inh -1.8% and UDG counter -4.4%.
Screening Cc1ccc(Cc2sc(N)nc2C)cc1 returned AID inh -0.8% and UDG counter 7.4%.
For Cc1ccc(C=Nc2ccc(C(C)C)cc2)s1 the results were AID inh 6.4% and UDG counter -2.8%.
For COc1cccc(CNC(=O)c2ccc3nc(-c4ccccc4)c(-c4ccccc4)nc3c2)c1OC the results were AID inh -7.4% and UDG counter 16.9%.
CCOCCCNCc1ccc(-c2ccc(F)cc2)o1 was read as AID inh 0.9% and UDG counter -7.5%.
For Oc1ccc(-c2cn3ccsc3n2)cc1 the results were AID inh -10.6% and UDG counter -9.0%.
For Cc1ccc(-c2nc3sc(CCNC(=O)c4ccc(Br)o4)c(C)n3n2)cc1 the results were AID inh inconclusive and UDG counter -22.7%.
O=C(CCSCc1cccc(Cl)c1)N1CCN(c2ccc(Cl)cc2)CC1 was read as AID inh inconclusive and UDG counter -10.3%[57.5 µM].
Screening COc1ccc2c(c1)CC(C(=O)NCCc1ccc(S(N)(=O)=O)cc1)CO2 (stereo not given) returned AID inh 3.2% and UDG counter 13.4%.
Cc1nc(-c2ccc(S(=O)(=O)N3CCN(c4ccccc4F)CC3)cc2)co1 was read as AID inh inconclusive and UDG counter -15.5%.
For Cn1cc(S(=O)(=O)N2CCCC(C(=O)Nc3ccn(Cc4c(F)cccc4Cl)n3)C2)cn1 (stereo not given) the results were AID inh 6.5% and UDG counter 8.4%.
Cc1ccc(NC2(c3nnnn3-c3ccccc3C)CCCCC2)c(C)c1 was read as AID inh -17.0% and UDG counter -1.8%.
For O=C(O)c1cc(-c2ccccc2)n[nH]1 the results were AID inh -1.9% and UDG counter -7.3%.
Screening Cc1nn(-c2ccccc2)c(C)c1CN(C)S(=O)(=O)c1c(Cl)cccc1Cl returned AID inh -21.2% and UDG counter -12.2%.
`CN(C)C(=O)c1ccc(NC(=O)Cn2nc(-c3ccccc3)c3ccccc3c2=O)cc1` gave AID inh 23.4%[57.5 µM] and UDG counter 1.6%[57.5 µM].
For COc1ccc2c(c1)cc1c(=O)n(CC(=O)NCCc3ccccc3)nc(C)n12 the results were AID inh 4.0% and UDG counter -9.2%.
For CCCOc1ccc(NC(=O)C(CC)Oc2ccccc2F)c2cccnc12 (stereo not given) the results were AID inh 11.1% and UDG counter 0.2%.
Screening CN(Cc1nc2ccsc2c(=O)[nH]1)C(=O)COc1cccc(F)c1 returned AID inh 5.4% and UDG counter -8.1%.
`CCn1cc(S(=O)(=O)c2ccccc2)c(=O)c2cc(F)c(N3CCCCCC3)cc21` gave AID inh inconclusive and UDG counter -29.4%.
COCCn1c(SCCOc2cccc(Br)c2)nnc1-c1ccncc1 was read as AID inh -10.3% and UDG counter -6.7%.
Screening Cc1cc(Nc2cccc(C(F)(F)F)c2)nc2ccc(NC(=O)Cc3ccc(Cl)cc3)cc12 returned AID inh 35.5µM* and UDG counter -16.8%.
For Cc1nc2c(c(C)nn2C(C)(C)C)c(C)c1CCC(=O)Nc1ccc(F)cc1 the results were AID inh inconclusive and UDG counter -16.9%.
Screening CCOC(=O)c1ccc2ncc(C(=O)OCC)c(NCCCOC(=O)c3ccc(Cl)cc3)c2c1 returned AID inh -6.2% and UDG counter -3.4%.
For CCOC(=O)c1cc(OC(=O)c2cc(Cl)ccc2OC)n(-c2ccccc2)n1 the results were AID inh -23.9% and UDG counter -0.9%.
For CCOc1ccccc1CN1CCN(S(=O)(=O)c2ccccc2)CC1 the results were AID inh -29.9% and UDG counter inconclusive.
For Cc1ccc(CNS(=O)(=O)c2ccc3c(c2)CCN3S(C)(=O)=O)cc1 the results were AID inh 15.8%[57.5 µM] and UDG counter 7.7%[57.5 µM].
`C#CCN1CCC(C(=O)NC(C)c2ccc(C(F)(F)F)cc2)CC1` (stereo not given) gave AID inh 1.2% and UDG counter -1.7%.
`COc1ccccc1NC(=O)CSc1nnc(-c2nonc2NC(C)=O)n1-c1ccccc1` gave AID inh -9.2% and UDG counter 0.4%.
`O=c1c2ccccc2cnn1CN1CCN(S(=O)(=O)c2ccc(Cl)cc2)CC1` gave AID inh 1.6% and UDG counter -2.7%.
Screening c1ccc(-c2csc(-c3ccccn3)n2)cc1 returned AID inh -7.4% and UDG counter -9.1%.
Screening Cc1nc(-c2cccc(S(=O)(=O)N3CCC(C(=O)NCc4ccccc4)CC3)c2)no1 returned AID inh -44.5% and UDG counter -9.0%.
For CCc1ccc(N2CCn3c2nc2c3c(=O)n(Cc3ccc(F)cc3)c(=O)n2C)cc1 the results were AID inh 6.9% and UDG counter 7.0%.
`COc1cc(OC)cc(C(=O)Nc2nc(-c3nnn(-c4ccc(F)c(Cl)c4)c3C)ns2)c1` gave AID inh -24.2% and UDG counter -26.8%.
Screening c1coc(CNc2ccc3c(c2)ncn3C2CCCCC2)c1 returned AID inh 8.8% and UDG counter -6.1%.
CCCc1c(C)c2ccc(O)c(CN3CCN(c4ccc(F)cc4)CC3)c2oc1=O was read as AID inh 13.6% and UDG counter 3.7%.
`N#Cc1ccc(NC(=O)C2Cc3ccccc3CN2S(=O)(=O)c2ccc(F)cc2)cc1` (stereo not given) gave AID inh 7.2% and UDG counter -10.2%.
For COc1ccc(-c2cnc(C)o2)cc1S(=O)(=O)Nc1ccc(F)c(F)c1 the results were AID inh -2.7% and UDG counter 1.4%.
`COc1ccc(C2C3=C(CC(C)(C)CC3=O)Nc3nc(-c4cccc(O)c4)nn32)cc1` (stereo not given) gave AID inh -4.1% and UDG counter -3.3%.
For N#Cc1c(N2CCN(CC(=O)Nc3ccccc3)CC2)nc(-c2ccco2)c2c1CCC2 the results were AID inh -11.1% and UDG counter -3.1%.
Screening COC(=O)c1cc(NC(=O)Cn2nc(C)n3cccc3c2=O)cc(C(=O)OC)c1 returned AID inh -3.1%&19.0% and UDG counter -4.6%&-2.0%.
COCCc1nn2c(=O)cc(COC(=O)c3ccccc3C)nc2s1 was read as AID inh 6.4% and UDG counter 2.0%.
Screening CCCc1nc(SC)ncc1C(=O)NCCc1ccc(OC)c(OC)c1 returned AID inh -5.6% and UDG counter 2.7%.
`Cc1cc(S(=O)(=O)NCCO)c(C(C)C)cc1Br` gave AID inh -0.4% and UDG counter -0.7%.
`Cc1ccc(NC(=O)c2nc(S(C)(=O)=O)ncc2N(Cc2ccco2)Cc2ccco2)cc1C` gave AID inh -21.9% and UDG counter -12.8%.
CCC(Sc1nc2cc(OC)c(OC)cc2c(=O)n1CCc1ccc(Cl)cc1)C(=O)NCCOC (stereo not given) was read as AID inh 12.8% and UDG counter -4.3%.
Cc1ccc(-n2ccc(C=O)c2)c(C)c1 was read as AID inh 7.6% and UDG counter 7.5%.
Screening Cn1cc(-c2cc3n(n2)CCC(=O)N3CCCC(=O)Nc2ccccc2F)c2ccccc21 returned AID inh -9.8% and UDG counter inconclusive.
COc1cc(C2c3c(oc4ccccc4c3=O)C(=O)N2c2nc(C)c(C)s2)ccc1O (stereo not given) was read as AID inh 19.8%[57.5 µM] and UDG counter 1.0%[57.5 µM].
`O=C(CCC1N=C2c3ccccc3N=C(SCc3ccccc3F)N2C1=O)NCCc1ccccc1` (stereo not given) gave AID inh -1.8% and UDG counter 0.0%.
`Cc1ccc(-c2cc(-c3coc4ccc(Cl)cc4c3=O)c3c(n2)-c2ccccc2OC3)cc1` gave AID inh -5.0% and UDG counter -10.2%.
Cc1ccc(/C(=N\O)c2oc3ccc4c(C)cc(=O)oc4c3c2C)cc1 was read as AID inh -9.8% and UDG counter -1.9%.
Screening CCCN(C(=O)CCc1nc(-c2ccc(OC)cc2)no1)c1ccccc1F returned AID inh 39.8µM* and UDG counter -17.4%.
For Cc1[nH]c2ccccc2c1C(=O)CSc1nnc(C2CC2)o1 the results were AID inh 4.7% and UDG counter 5.3%.
For Cc1ccc(OCc2nc(C#N)c(NCCc3ccccc3)o2)cc1 the results were AID inh -13.6% and UDG counter -9.6%.
Cc1ccc(C(=O)NCCSc2c(C)[nH]c3ccccc23)cc1C was read as AID inh inconclusive and UDG counter -7.9%.
Cc1ccc(C(=O)CC(=O)c2ccc(Cl)cc2)c(O)c1 was read as AID inh -1.4% and UDG counter 2.2%.
For CC(C)N(Cc1nc(-c2ccc(Cl)cc2)no1)C(=O)c1ccco1 the results were AID inh inconclusive and UDG counter -4.5%.
`COc1ccc(-c2nc(CSc3nnc(C)n4c3cc3occc34)c(C)o2)cc1OC` gave AID inh 4.2% and UDG counter 4.1%.
Screening COc1cc(NC(=O)CCS(=O)(=O)c2ccc(Br)cc2)cc(OC)c1 returned AID inh 1.5% and UDG counter 5.9%.

Fetched by structure from the entries so far, 6 records:
Cc1ccc(C(=O)CC(=O)c2ccc(Cl)cc2)c(O)c1 was read as AID inh -1.4% and UDG counter 2.2%.
For CC(C)N(Cc1nc(-c2ccc(Cl)cc2)no1)C(=O)c1ccco1 the results were AID inh inconclusive and UDG counter -4.5%.
Cc1ccc(/C(=N\O)c2oc3ccc4c(C)cc(=O)oc4c3c2C)cc1 was read as AID inh -9.8% and UDG counter -1.9%.
For Cc1[nH]c2ccccc2c1C(=O)CSc1nnc(C2CC2)o1 the results were AID inh 4.7% and UDG counter 5.3%.
Cc1ccc(C(=O)NCCSc2c(C)[nH]c3ccccc23)cc1C was read as AID inh inconclusive and UDG counter -7.9%.
`Cc1ccc(-c2cc(-c3coc4ccc(Cl)cc4c3=O)c3c(n2)-c2ccccc2OC3)cc1` gave AID inh -5.0% and UDG counter -10.2%.
